TDP-43 yeast inh: inhibitors of TDP-43 toxicity in yeast; TDP-43 expressing yeast growth rescue, BacTiter-Glo, 24 h; Potency, µM (titrated, usually from 46.1 µM), for inactives: at the highest dose growth rescue (activation), actives largely listed as activators; hit rate 1.8% among 410,000; note: % of control where 0% means no effect; nearly all actives have a fitted effect of over 50% in size
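Readout is BacTiter-Glo luminescence of cell growth, so inhibitors register as activators. TDP-43-expressing yeast at OD600=0.02 in galactose medium, after raffinose pregrowth to mid-log, were incubated with compound for 24 hr at 30 deg C.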
KB-V1 cytotox: kills drug-selected multidrug resistant KB-V1 cells; KB-V1 MDR cells viability, CellTiter-Glo, 72 h; AID 1347076; hit rate 3.4% among 400,000; Potency, µM (doses to about 46.1 µM), for inactives: top-dose activity change, negative = cytotoxicity, usual class: cytotoxic; note: % is set by controls: 0 for no effect and ±100 for the full control effect; nearly all actives have a fitted effect of over 60% in size
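Cells of the MDR subline KB-V1 are plated, dosed with compound at multiple concentrations, and incubated 72 h at 37 degrees C; CellTiter-Glo is then added and luminescence read after 10 min.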
GLP-1R agonist: activates the human GLP-1 receptor; P43220; HEK293 GLP-1R CRE-luciferase, luminescence, 4-6 h; cells express a hypersensitive GLP-1R form; Potency, µM (doses to about 45.6 µM), inactives show at the highest dose activation, usual class: activators; hit rate 0.007% among 380,000; AID 624172; note: % of control where 0% means no effect
Target sequence (P43220 whole entry, looked up): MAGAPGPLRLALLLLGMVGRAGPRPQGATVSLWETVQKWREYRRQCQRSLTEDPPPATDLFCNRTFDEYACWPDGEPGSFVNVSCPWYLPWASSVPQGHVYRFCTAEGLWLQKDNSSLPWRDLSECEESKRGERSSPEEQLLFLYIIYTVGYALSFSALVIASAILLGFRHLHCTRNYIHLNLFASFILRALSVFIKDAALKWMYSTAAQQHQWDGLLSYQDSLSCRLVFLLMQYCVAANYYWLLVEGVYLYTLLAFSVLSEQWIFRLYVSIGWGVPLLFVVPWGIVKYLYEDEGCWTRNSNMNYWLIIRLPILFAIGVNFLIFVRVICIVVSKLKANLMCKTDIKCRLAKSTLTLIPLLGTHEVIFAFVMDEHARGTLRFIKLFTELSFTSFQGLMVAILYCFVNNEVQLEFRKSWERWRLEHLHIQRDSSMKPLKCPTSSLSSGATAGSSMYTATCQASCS
KB-3-1 tox: kills parental KB-3-1 adenocarcinoma cells; KB-3-1 viability, CellTiter-Glo ATP luminescence, 72 h; Potency, µM (highest dose often 46.1 µM), for the others: at the top dose activity change, negative = cytotoxic, actives largely listed as cytotoxic; hit rate 1.4% among 400,000; note: % is set by controls: 0 for no effect and ±100 for the full control effect; nearly all actives have a fitted effect of over 60% in size
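Cells are dispensed, compounds pinned in, plates held at 37 °C for 72 h, then CellTiter-Glo is added and luminescence read after 10 minutes. Cell line: parental KB-3-1 in phenol-red-free DMEM, 10% FBS.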
HT1080 IDH1KD tx: HT-1080 IDH1 knockdown cell toxicity (counter line); hit rate 2% among 360,000; Potency, µM (titrated, usually from 46.1 µM), inactives show top-dose activity, negative = toxicity, actives largely listed as cytotoxic; HT-1080 IDH1 knockdown viability, ATP luminescence, 48 h; AID 686971;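 note: 0% = DMSO wells and -100% = cell-free medium wells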
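After a 2 h attachment period, IDH1KD HT-1080 cells took pin-transferred compound for 48 h at 37 °C; ATP-based luminescence after 10 min room-temperature reagent incubation reported viability.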
GLP1R inv ag: GLP-1 receptor (human) inverse agonism. P43220. HEK293 GLP-1R CRE-luciferase, luminescence, 24 h; GLP-1R form is constitutively active. Potency, µM (titrated, usually from 38.3 µM), for inactives: at the highest dose activity change, negative = inhibition, most hits filed as inhibitors. hit rate 1.6% among 410,000; note: % is set by controls: 0 for no effect and ±100 for the full control effect; nearly all actives have a fitted effect of over 55% in size
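Luminescence readout: a drop in cAMP-driven luciferase signal flags inverse agonism at a constitutively active GLP-1R stably expressed in HEK293. Compound exposure lasted 24 hr at 37 deg C, 5% CO2.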
HT1080-NT tox: kills 2HG-producing HT-1080-NT fibrosarcoma cells | HT-1080-NT fibrosarcoma viability, CellTiter-Glo ATP luminescence, 48 h | Potency, µM (highest dose often 46.1 µM), for inactives: at the highest dose activity, negative = less viability, actives largely listed as cytotoxic | hit rate 1.6% among 360,000;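 note: NT is the 2HG producing partner of a matched IDH1 knockdown line; 0% = DMSO-treated cells and -100% = media-only wells without cells; nearly all actives have a fitted effect of over 55% in size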
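Luminescent CellTiter-Glo readout after 48 hours of compound exposure at 37 degrees C defined viability of HT-1080-NT cells. Activity was normalized to DMSO wells and cell-free media wells; concentration-response curves were fitted and assigned curve classes.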
SW480 rereplic: DNA re-replication induction in SW480 cells. hit rate 1.8% among 340,000. SW480 DNA re-replication, Hoechst DNA content imaging, 48 h. Potency, µM (highest dose often 46.1 µM), for inactives: at the top dose re-replication activation, most hits filed as activators; note: % of control where 0% means no effect; nearly all actives have a fitted effect of over 55% in size
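250 cells/well; 23 nL cpd via pin tool; 48 hr, 37 C, 5% CO2; Hoechst 40 min; imager read of total nuclear intensity, ex 405/em 500-530 nm.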
HEK293 tox: cytotoxicity counter-screen for GLP-1 receptor inverse agonists. HEK293 cAMP-luciferase reporter cells, luminescence, 24 h. Potency, µM (highest dose often 38.3 µM), inactives show at the highest dose activity change, negative = inhibition, most hits filed as inhibitors. hit rate 0.13% among 410,000. AID 624418;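 note: loss of luciferase light is scored as toxicity; % is set by controls: 0 for no effect and ±100 for the full control effect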
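Here, cytotoxicity is scored as loss of luminescence. The MLSMR collection was tested on cells seeded in medium containing 10% Nu serum, with a 24 hr compound exposure preceded by 12 hours of culture.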
* = called active by the depositor; ? = inconclusive; · = not tested or not shown; [ ] = remark or other dose. Calls come from the whole dose curve; as a rule, active = well fitted curve in the direction sought with a large enough effect; inconclusive = small, poorly fitted or top-dose-only effect, or another doubt; inactive = no such curve, though single readings can be large; an effect the other way counts as inactive or inconclusive. Potency is the fitted concentration of half-maximal effect.

Screens in order – TDP-43 yeast inh	KB-V1 cytotox	GLP-1R agonist	KB-3-1 tox	HT1080 IDH1KD tx	GLP1R inv ag	HT1080-NT tox	SW480 rereplic	HEK293 tox
1	CCCCOc1ccc(NC2=NC3(CCCCC3)N=C(N)N2)cc1
    0.0%	2.4%	4.1%	14.6µM*	?	?	?	4.3%	?
2	CCOc1ccccc1N1CCN(CC(=O)NC(=O)NCc2ccco2)CC1
    0.9%	?	6.4%	-11.4%	6.6%	-21.9%	-2.1%	14.1%	8.6%
3	CC(C)CN(C(=O)c1ccc2c(c1)OCCO2)c1c(N)n(Cc2ccccc2)c(=O)[nH]c1=O
    -3.8%	23.0%	7.0%	0.8%	13.7%	12.0%	5.2%	-0.9%	-4.4%
4	Cc1ccccc1C(=O)NNC(=O)c1cccc([N+](=O)[O-])c1
    -8.2%	-14.0%	0.1%	-0.6%	4.3%	1.1%	0.9%	-1.1%	7.2%
5	O=C(CCCNC(=O)c1ccc(Cl)cc1)NCc1ccc(F)cc1
    15.5%	-0.2%	5.8%	15.4%	2.4%	7.5%	7.5%	-10.3%	-8.5%
6	CCOc1c(Br)cc(C2C=C(C(=O)O)Nc3ncnn32)cc1OC (configuration not stated)
    6.8%	?	-1.7%	4.9%	·	2.8%	·	·	3.1%
7	Cc1ccc2cc(S(=O)(=O)NCCC(=O)O)ccc2c1
    0.9%	0.0%	-2.6%	3.3%	2.5%	1.2%	8.2%[9.24 µM]	-5.1%	12.0%
8	CC1CCN(S(=O)(=O)c2ccc(C(=O)Nc3ccccc3-c3nc4ccccc4[nH]3)cc2)CC1
    11.3%	16.4µM*	0.0%	?	0.0%	-13.8%	-0.6%	1.1%	22.7%
9	CCN(CC(=O)NC(C)(C)C)C(=O)c1ccc2c(c1)S(=O)(=O)c1ccccc1C2=O
    12.3%	-5.7%	20.0%	1.5%	1.7%	21.9%	9.2%	-9.3%	6.7%
10	COc1cccc2c(=O)c(C(=O)O)c[nH]c12
    -24.6%	4.4%	1.2%	1.4%	6.2%	-0.6%	2.0%	?	12.4%
11	Cc1cc(Cl)ccc1OCC(=O)NCCOC(=O)Nc1sc(=S)n(C)c1C
    8.5%	?	5.2%	-5.0%	?	-7.4%	-19.9%	-4.4%	7.4%
12	O=C(Nc1ccccc1)C1CCN(S(=O)(=O)c2ccc3[nH]c4c(c3c2)CCCCC4)CC1
    14.2%	-13.6%	·	-16.6%	·	?	·	·	-3.0%
13	CC1(C)CC(=O)c2c(n(S(=O)(=O)c3ccccc3)c3ccc(NS(=O)(=O)c4ccccc4)cc23)C1
    -12.1%	-30.7%	0.1%	0.0%	-16.2%	?	-27.1%	24.4%	-17.1%
14	Cc1cc([N+](=O)[O-])nn1CC(=O)c1ccccc1
    7.1%	8.4%	8.8%	0.3%	-14.7%	-8.0%	-1.0%	3.5%	3.8%
15	NC(CS(=O)O)C(=O)O (configuration not stated)
    0.0%	19.0%	12.6%	0.0%	-0.1%	7.1%	28.1%	-25.9%	0.1%
16	COCCN(C(=O)c1ccc(N2CCCC2=O)cc1)c1c(N)n(Cc2ccccc2)c(=O)[nH]c1=O
    -8.2%	-12.8%	-4.5%	0.0%	-7.5%	21.0%	-4.6%	0.8%	2.2%
17	Cc1c(OC(C(=O)O)c2ccccc2)ccc2c3c(c(=O)oc12)CCC3 (configuration not stated)
    -2.0%	17.2%	-0.9%	-1.5%	23.9%	0.0%	9.2%	-13.3%	3.9%
18	COc1ccccc1CNC(=O)c1csc2c1CCCC2
    ?	6.3%	13.6%	19.1%	20.8%	-22.0%	19.1%	-8.3%	1.7%
19	COc1ccc(C(=O)C2CCCN(C(=O)c3cccs3)C2)cc1F (configuration not stated)
    14.7%	?	13.8%	2.4%	-1.9%	-2.6%	-3.9%	13.6%	-13.4%
20	Cc1ccsc1C1Nc2ccccc2-c2nc3ccccc3n21 (configuration not stated)
    3.9%	0.0%	0.9%	-1.0%	8.7%	0.7%	1.4%	11.9%	-7.2%
21	CCCc1n[nH]c2c1/C(=N\OCC)CC(C)(C)C2
    14.1%	1.2%	1.2%	4.8%	-12.0%	?	-8.5%	-8.8%	9.3%
22	O=C(N/N=C/c1cc([N+](=O)[O-])ccc1O)C1CC1
    ?	-11.9%	-0.2%	?	?	-18.1%	?	-3.1%	-38.5%
23	CN(C)c1ccc(C(CNC(=O)c2ccc(C#N)cc2)c2c[nH]c3ccccc23)cc1 (configuration not stated)
    -11.9%	?	-15.8%	-28.3%	-26.0%	0.0%	-17.3%	6.8%	-22.3%
24	O=C(N/N=C/C1C(c2ccccc2)C1(Cl)Cl)c1cccc(Br)c1 (configuration not stated)
    0.8%	8.6%	-17.4%	0.7%	-7.8%	?	-3.5%	-7.2%	-12.5%
25	CCCc1cc(=O)oc2c(C)c(OCC(=O)c3ccc(N4CCCC4)cc3)ccc12
    3.2%	-4.6%	5.8%	-16.6%	7.5%	11.0%	12.4%	-0.6%	61.8%[activator]
26	CCOC(=O)c1c(C)[nH]c(C)c1C(=O)COC(=O)c1ccc(OC)c(OC)c1
    -23.6%	13.7%	21.4%	0.0%	8.4%	13.7%	-3.4%	-7.9%	-0.4%
27	Cn1c(=O)cc(OCC(=O)N2CCN(c3cccc(C(F)(F)F)c3)CC2)c2ccccc21
    0.0%	?	6.0%	-10.7%	-5.0%	42.4%[activator]	8.1%	-1.5%	13.2%
28	COCCNC(=O)CN(c1ccc(OC)c(OC)c1)S(=O)(=O)c1ccc(C)cc1
    23.0%	1.2%	-5.3%	3.4%	0.3%	17.3%	12.5%	-2.1%	-6.8%
29	O=C(CCc1nnc(-c2ccc3c(c2)OCO3)o1)NC(c1cccnc1)C(F)(F)F (configuration not stated)
    -11.3%[0.397 µM]	1.0%	1.3%	-6.9%	10.2%	3.5%	2.0%	-3.2%	-6.8%
30	O=c1cc(-c2ccccc2Cl)oc2ccc([N+](=O)[O-])c(O)c12
    -47.6%[inhibitor]	-8.5%	-2.3%	-32.5%	-3.7%	6.7%	2.0%	19.1%	11.4%

Compound profiles, as listed above:
Record of `CCCc1cc(=O)oc2c(C)c(OCC(=O)c3ccc(N4CCCC4)cc3)ccc12` = TDP-43 yeast inh: 3.2%; KB-V1 cytotox: -4.6%; GLP-1R agonist: 5.8%; KB-3-1 tox: -16.6%; HT1080 IDH1KD tx: 7.5%; GLP1R inv ag: 11.0%; HT1080-NT tox: 12.4%; SW480 rereplic: -0.6%; HEK293 tox: 61.8%[activator]
Record of `CC1(C)CC(=O)c2c(n(S(=O)(=O)c3ccccc3)c3ccc(NS(=O)(=O)c4ccccc4)cc23)C1` = TDP-43 yeast inh: -12.1%; KB-V1 cytotox: -30.7%; GLP-1R agonist: 0.1%; KB-3-1 tox: 0.0%; HT1080 IDH1KD tx: -16.2%; GLP1R inv ag: ?; HT1080-NT tox: -27.1%; SW480 rereplic: 24.4%; HEK293 tox: -17.1%

Continuation:
Screens in order – TDP-43 yeast inh	KB-V1 cytotox	GLP-1R agonist	KB-3-1 tox	HT1080 IDH1KD tx	GLP1R inv ag	HT1080-NT tox	SW480 rereplic	HEK293 tox
31	Cc1cc(/C=C(\C#N)C(=O)NCC2CCCO2)c(C)n1-c1ccc(Cl)cc1 (configuration not stated)
    4.8%	4.11µM*	0.4%	-1.9%	?	-27.2%	-11.2%	-13.5%	-12.5%
32	COc1ccc(N2CC(C(=O)Nc3cccc(S(=O)(=O)N4CCCC4)c3)CC2=O)c(OC)c1 (configuration not stated)
    -3.5%	-2.9%	-7.7%	9.5%	-5.7%	24.1%	-7.8%	0.6%	14.1%
33	O=C(NCCNC(=O)c1ccccc1Br)c1ccccc1Br
    3.0%	-12.0%	2.1%	0.0%	2.0%	10.6%	-2.6%	-3.0%	21.1%
34	CC1CC(=O)Nc2ccccc2N1S(=O)(=O)c1ccc(C#N)cc1 (configuration not stated)
    -13.4%	-26.2%	-5.0%	2.9%	-2.8%	-5.5%	0.9%	-2.3%	-9.9%
35	Cc1ccc(N2CCN(Cc3nnc(-c4ccc5c(c4)OCO5)o3)CC2)c(C)c1
    28.1%	5.6%	·	-7.8%	·	4.8%	·	·	3.8%
36	COc1ccccc1N1C(=O)c2ccccc2NC1C(OC)OC (configuration not stated)
    ?	-10.7%	1.2%	9.8%	8.5%	44.5%[activator]	18.3%	0.7%	0.2%
37	COCCNc1nc(Nc2ccc(C)cc2C)c2sc(-c3ccccc3)cc2n1
    ?	0.0%	3.6%	-4.1%	?	?	?	·	-3.9%
38	C[C@@H]1CN([C@@H](C)CO)C(=O)CCCn2nncc2CO[C@H]1CN(C)C(=O)CCC(F)(F)F
    -0.8%	10.2%	-2.3%	3.3%	8.6%	7.7%	0.5%	·	1.6%
39	COCCC(=O)N1CCC(Oc2ccc(C(=O)N3CCCCCCC3)cc2)CC1
    -14.2%	-15.4%	11.0%	-6.5%	1.7%	-12.3%	-4.6%	-1.8%	-0.9%
40	O=C(Cc1ccc([N+](=O)[O-])cc1)Nc1cccnc1
    8.7%	-3.3%	-0.8%	-4.1%	-3.2%	11.6%	-4.5%	0.0%	0.1%
41	O=C(Nc1nc(N2C(=O)c3ccccc3C2=O)n(-c2ccccc2)n1)c1ccc(Cl)cc1
    4.4%	10.2%	-12.9%	2.4%	-7.5%	1.5%	-8.9%	0.6%	3.6%
42	Cc1ccc(-c2noc(N=O)c2NO)cc1
    10.3%	-9.6%	5.5%	7.0%	?	?	?	?	?
43	CC(C)C[C@@H]1CN(CCCC[C@H]2CNC(=O)C(=O)N2CCC2CCCCC2)C(=O)C(=O)N1CC1CCCCC1
    16.9%	16.9%	-3.8%	-14.4%	3.2%	1.2%	1.8%	·	5.4%
44	COc1cccc(/C=N/NC(=O)CSc2ccccc2C)c1OC
    19.2%	?	4.7%	23.1%	0.7%	-5.7%	12.8%	-2.9%	-8.6%
45	COc1cccc(NC(=O)CSc2nnc(-c3cc(-c4ccccn4)nc4ccccc34)o2)c1
    12.5%	-3.0%	-6.8%	-3.1%	-4.0%	9.3%	-7.5%	-1.6%	-7.0%

Screening results (PubChem BioAssay)
